# Assay outcomes: PubChem BioAssay, National Center for Advancing Translational Sciences (NCATS)
# EPAC1 ag = activates human EPAC1 exchange factor; O95398; EPAC1 agonist qHTS, biochemical assay; response scale: 100% = response to 6.5 mM cAMP; Potency, µM (series often up to 154 µM), inactives show at the top dose activation, actives largely listed as activators; 0.073% of 360,000 active; AID 720707; further: potency means the concentration at half of the fitted maximal effect; nearly all actives have a fitted effect of over 60% in size
#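 Multi-concentration qHTS readout: loss of Rap1B-bound BODIPY-GDP fluorescence driven by 100 nM EPAC1 with excess GDP (50 uM), monitored kinetically at room temperature; agonist response expressed relative to 6.5 mM cAMP.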
# WRN inhibitor = blocks human WRN helicase; Q14191; WRN helicase unwinding, fluorescent forked duplex, kinetic; Potency, µM (highest dose often 114 µM), without a hit: at the highest dose activity change, negative = inhibition, hits mostly inhibitors; 0.46% of 360,000 active; AID 651768; further: potency means the concentration at half of the fitted maximal effect; on the % scale 0 is the no-effect control and ±100 the full control effect; nearly all actives have a fitted effect of over 55% in size
# Target sequence (Q14191 whole entry, looked up): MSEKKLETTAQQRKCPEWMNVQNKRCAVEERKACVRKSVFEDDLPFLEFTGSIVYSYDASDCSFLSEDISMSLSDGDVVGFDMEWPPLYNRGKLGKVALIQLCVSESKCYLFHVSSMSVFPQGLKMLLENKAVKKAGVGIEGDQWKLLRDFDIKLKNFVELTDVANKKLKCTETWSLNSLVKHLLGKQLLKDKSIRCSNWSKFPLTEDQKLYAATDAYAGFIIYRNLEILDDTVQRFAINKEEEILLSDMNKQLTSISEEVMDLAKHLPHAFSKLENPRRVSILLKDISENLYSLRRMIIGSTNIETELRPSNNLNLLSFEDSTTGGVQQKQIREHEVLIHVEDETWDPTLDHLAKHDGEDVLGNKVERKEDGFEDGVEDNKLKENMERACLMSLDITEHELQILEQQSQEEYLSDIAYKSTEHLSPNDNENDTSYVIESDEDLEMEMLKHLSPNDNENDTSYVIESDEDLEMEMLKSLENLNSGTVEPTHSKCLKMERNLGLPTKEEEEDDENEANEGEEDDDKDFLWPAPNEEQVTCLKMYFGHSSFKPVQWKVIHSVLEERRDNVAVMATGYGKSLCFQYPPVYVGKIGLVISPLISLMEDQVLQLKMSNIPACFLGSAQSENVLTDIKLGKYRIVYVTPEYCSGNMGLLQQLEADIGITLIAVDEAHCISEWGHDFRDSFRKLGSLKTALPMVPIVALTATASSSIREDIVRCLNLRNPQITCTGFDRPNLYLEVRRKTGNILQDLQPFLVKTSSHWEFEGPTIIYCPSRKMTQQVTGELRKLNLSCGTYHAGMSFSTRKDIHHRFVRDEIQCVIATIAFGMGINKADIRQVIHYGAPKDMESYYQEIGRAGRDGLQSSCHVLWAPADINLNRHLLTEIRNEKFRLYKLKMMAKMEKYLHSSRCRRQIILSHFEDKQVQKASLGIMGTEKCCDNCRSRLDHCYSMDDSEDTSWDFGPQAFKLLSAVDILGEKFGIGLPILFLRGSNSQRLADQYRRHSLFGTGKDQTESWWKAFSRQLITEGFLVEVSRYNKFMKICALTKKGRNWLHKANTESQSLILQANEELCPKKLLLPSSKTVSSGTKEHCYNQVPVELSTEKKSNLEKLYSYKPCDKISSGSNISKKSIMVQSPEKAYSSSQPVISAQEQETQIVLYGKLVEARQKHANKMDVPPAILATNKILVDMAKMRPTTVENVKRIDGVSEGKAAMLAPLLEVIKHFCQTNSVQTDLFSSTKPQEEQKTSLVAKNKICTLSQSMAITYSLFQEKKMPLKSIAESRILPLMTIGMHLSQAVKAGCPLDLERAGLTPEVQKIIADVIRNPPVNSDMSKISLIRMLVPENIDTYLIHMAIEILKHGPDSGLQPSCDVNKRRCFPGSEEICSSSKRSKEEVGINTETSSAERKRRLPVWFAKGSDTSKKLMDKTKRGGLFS
#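 Enzyme (20 nM final) and test compound sit together 15 min at room temperature before substrate addition. Substrate is a single-forked duplex oligonucleotide (100 nM) labelled with fluorophore and quencher, with 2 mM ATP; helicase unwinding raises red fluorescence, read kinetically.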
# FUS suppressor = suppressors of FUS proteinopathy in yeast; S. cerevisiae FUS-expressing, growth rescue, OD600, 24 h; Potency, µM (highest dose often 76.6 µM), for the others: at the highest dose growth rescue (activation), usual class: activators; AID 1347120; 0.24% of 390,000 active;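 further: potency means the concentration at half of the fitted maximal effect; plate controls were DMSO vehicle for no effect and reference control for full effect; nearly all actives have a fitted effect of over 55% in size; some results filed as inactive show a strong effect at the top dose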
#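 Yeast expressing FUS under galactose induction, OD 0.005 in 2% galactose medium; compounds in a dilution series, 24 h at 30C. Growth rescue by absorbance at 600 nm; CP55940 positive control, DMSO negative.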
# EPAC1 antag = blocks human EPAC1 exchange factor; O95398; Potency, µM (doses to about 115 µM), for the others: at the top dose activity change, negative = inhibition, hits mostly inhibitors; AID 720709; EPAC1 GEF assay, Rap1b-BODIPY-GDP exchange fluorescence; 0.14% of 360,000 active;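 further: potency means the concentration at half of the fitted maximal effect; plate controls were vehicle for no effect and positive control for full effect; nearly all actives have a fitted effect of over 50% in size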
# PLK1 PBD inh = PLK1 (human) polo-box domain binding inhibition; P53350; Plk1 PBD binding of FITC phosphopeptide, fluorescence polarization; Potency, µM, without a hit: max response, negative = inhibition, usual class: inhibitors; 2.8% of 360,000 active; AID 720504; further: potency means the concentration at half of the fitted maximal effect; series mostly up to about 57 µM; on the % scale 0 is the no-effect control and ±100 the full control effect; nearly all actives have a fitted effect of over 65% in size
# PI5P4Ka inh = inhibitors of human PI5P4K alpha | P48426 | PI5P4Kalpha enzyme, ADP-Glo luminescence, 60 min; hits give low values | max response, % | 1.2% of 330,000 active; active means max response of -50% or lower; inconclusive means between -30% and -50%; inactive means -30% or higher; further: value at the top dose of about 77 µM; on the % scale 0 is the no-effect control and ±100 the full control effect
#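 Enzyme plus substrate dispensed, test compounds pinned in, then ATP (5 microM final) added. After 60 min at RT, ADP-Glo reagent 1 for 45 min and reagent 2 for 30 min preceded luminescence imaging.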
# Abeta yeast res = A-beta toxicity reversal in yeast; yeast expressing A-beta42, growth rescue, OD600, 48 h; response scale: 0% DMSO, 100% iron-clioquinol control; AID 1347071; Potency, µM (doses to about 46.1 µM), inactives show at the highest dose growth rescue, usual class: activators; 0.063% of 410,000 active; further: potency means the concentration at half of the fitted maximal effect; nearly all actives have a fitted effect of over 55% in size
#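 Yeast growth medium received pinned compounds, then yeast cells expressing toxic A-beta were added; plates incubated at 30 C for 48 hr. Growth read as absorbance at 600 nm, normalized to DMSO and equimolar FeCl3 plus clioquinol controls.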
# IL-2 act = IL-2 activation; 0.065% of 360,000 active; IL-2 activation reporter assay, cell-based qHTS; stimulated with anti-CD3/CD4/CD28 beads; in transgenic mouse T cells; activation, % (series mostly up to about 46 µM); in the data active means activation above about 50%; inconclusive means mostly about 30% to 49%; further: 0% is about no effect
#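 Unstimulated transgenic mouse T cells, 750 per well, received compound and, after 60 minutes, anti-CD3/anti-CD4 bead plus anti-CD28 stimulation. EGFP and DsRed were quantified after 18 hours.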
# The depositor's hits bear a star; ? = inconclusive; · = not tested or not shown; [ ] = remark or other dose. Unless noted, the call rests on the fitted dose curve; in most records, active means well fitted curve in the direction sought with a large enough effect; inconclusive means small, poorly fitted or top-dose-only effect, or another doubt; inactive means no such curve, though single readings can be large; an effect the other way counts as inactive or inconclusive. Compounds as they come; 4.1% or so of the library scored in one or more.
[1] Cc1cccnc1NC(=O)c1ccc(NS(=O)(=O)c2ccc3[nH]c(=O)[nH]c3c2)cc1
[2] Cc1c(C(=O)O)oc2ccc(S(=O)(=O)N(CC(C)C)CC(C)C)cc12
[3] Cc1ccc(C(=O)NS(=O)(=O)c2ccc(N=NN(C)C)cc2)cc1
[4] O=C1C2C(c3ccccc3)C=CC(c3ccccc3)C2C(=O)N1C1CCCCC1 (stereo not given)
[5] COc1cccc(CNC(=O)C2CCN(S(=O)(=O)c3c(C)nn(C)c3C)CC2)c1
[6] CCC(=O)Nc1nc2ccc([N+](=O)[O-])cc2s1
[7] Cc1ccc([C@H]2N[C@]3(CCCN(Cc4ccc(Br)cc4)C3=O)[C@H]3C(=O)N(Cc4ccccc4)C(=O)[C@@H]23)cc1
[8] COc1ccc(C(=O)/C=C/c2ccccc2C(F)(F)F)cc1

entry no.	1	2	3	4	5	6	7	8
EPAC1 antag	-9%	-15%	-15%	18%	-3%	4%	-9%	-14%
WRN inhibitor	-20%	7%	1%	-4%	-8%	2%	-5%	-9%
FUS suppressor	11%	16%	-2%	8%	-1%	4%	?	-18%
PI5P4Ka inh	-7	-6	-4	5	7	-3	7	·
EPAC1 ag	7%	-12%	-5%	5%	3%	5%	-13%	14%
PLK1 PBD inh	-1%	-6%	-11%	-1%	27µM*	-10%	-12%	0%
Abeta yeast res	1%	-20%	-23%	-13%	-6%	17%	9%	7%
IL-2 act	-1.4	0.0	1.4	-0.6	4.7	0.6	-3.5	3.1

[9] CCN(CC)S(=O)(=O)c1ccc(NC(=O)c2cnccn2)cc1
[10] CCN(CCO)C1CC(=O)N(c2ccccc2C)C1=O (stereo not given)
[11] CCOC(=O)C1=C(N)OC2=C(C(=O)CCC2)C1c1ccc(C)s1 (stereo not given)
[12] O=C1c2cccc3cc(Br)cc(c23)C(=O)N1Nc1ccc(Br)cc1
[13] CCOc1ccc(C(=O)NCC(=O)OCc2cc(C(C)=O)ccc2OC)cc1
[14] COc1ccc(NC(=O)CN(C)C(=O)c2ccc(COc3ccccc3)o2)cc1
[15] O=C(Nc1cc([N+](=O)[O-])ccc1O)NC1CCS(=O)(=O)C1 (stereo not given)
[16] O=[N+]([O-])c1cc(C(F)(F)F)ccc1Sc1ccc2ccccc2n1

entry no.	9	10	11	12	13	14	15	16
EPAC1 antag	-29%	-3%	7%	22%	-27%	-16%	19%	6%
WRN inhibitor	2%	3%	-2%[57.1 µM]	-20%	-27%[57.1 µM]	2%	-4%	-14%
FUS suppressor	-15%	-4%	-5%	·	1%	9%	-2%	-6%
PI5P4Ka inh	-1	·	·	6	-21	-1	-15	·
EPAC1 ag	3%	-3%	7%	-1%	11%	0%	2%	21%
PLK1 PBD inh	-14%	-4%	-11%	1%	?	-9%	-8%	30µM*
Abeta yeast res	-9%	-93%[inhibitor]	7%	-6%	12%	2%	-5%	13%
IL-2 act	-0.5	1.5	2.6	0.2	-2.3	-4.1	1.4	-3.6

# PLK1 PBD inh, what is marked active above.
no.	Compound	EPAC1 antag	WRN inhibitor	FUS suppressor	PI5P4Ka inh	EPAC1 ag	PLK1 PBD inh	IL-2 act
5	COc1cccc(CNC(=O)C2CCN(S(=O)(=O)c3c(C)nn(C)c3C)CC2)c1	-3%	-8%	-1%	7	3%	27µM*	4.7
16	O=[N+]([O-])c1cc(C(F)(F)F)ccc1Sc1ccc2ccccc2n1	6%	-14%	-6%	·	21%	30µM*	-3.6

# More results follow.
[17] O=CNc1ccccc1
[18] COc1ccc(CCNC(=O)COC(=O)c2ccc(N3CCCC3=O)cc2)cc1
[19] C#CCOCCOCCOCCNc1nc(N2CCN(C(=O)CCCCCCCCCCNC(=O)[C@H]([C@@H](C)CC)n3cc(CCCCN=C(N)N)nn3)CC2)nc(N2CCN(C(=O)CCCCCCCCCCNC(=O)[C@@H]([C@H](C)O)n3cc(C)nn3)CC2)n1
[20] CCOC(=O)c1[nH]c(C)c(C(=O)NCc2ccco2)c1C
[21] COc1ccccc1CNC(=O)C1CCN(S(=O)(=O)c2ccc3c(c2)C(C)(C)C(=O)N3C)CC1
[22] CC(C)NC(=O)C1(C)CN(S(C)(=O)=O)CC(=O)N1C1CCCCCC1 (stereo not given)
[23] COC(=O)/C=C1\OCc2cc(C)ccc21
[24] CCOC(=O)C1CCCN(C(=O)c2ccc3oc(CCc4ccccc4)nc3c2)C1 (stereo not given)

entry no.	17	18	19	20	21	22	23	24
EPAC1 antag	-24%	-4%	?	-8%	12%	19%	7%	-4%
WRN inhibitor	-2%	-5%	56µM*	1%	3%	0%	5%	-5%
FUS suppressor	-40%	7%	?	-23%	0%	-6%	-4%	34%
PI5P4Ka inh	5	6	-84*	1	5	-4	0	0
EPAC1 ag	-26%	5%	17%	-3%	5%	14%	10%	-15%
PLK1 PBD inh	-20%	51%[activator]	0%	-9%	3%	-5%	-6%	-3%
Abeta yeast res	-27%	5%	4%	-9%	-17%	-7%	-5%	·
IL-2 act	-0.2	1.4	-0.8	-0.6	-2.8	-0.3	0.4	-0.2

[25] CCOC(=O)CNC1CC(=O)N(c2ccc(Br)cc2)C1=O (stereo not given)
[26] Cn1c(NC(=O)/C=C/c2c(F)cccc2Cl)cc(=O)n(C)c1=O
[27] CN(C)c1ccc(NC(=S)c2ccccn2)cc1
[28] Clc1cccc(Cl)c1CNc1ccc(N2CCCC2)cc1
[29] CCC(C)n1c(SCC(=O)N(CC)c2c(N)n(Cc3ccccc3)c(=O)[nH]c2=O)nc2ccccc2c1=O (stereo not given)
[30] CC(=O)Nc1nonc1NC(=O)CSC1=NCCS1
[31] COc1cc(/C=N\Nc2nc(-c3cccs3)c(NC(C)=O)s2)ccc1O
[32] CC1(C)CC(=O)c2c(-c3cccnc3)n[nH]c2C1

entry no.	25	26	27	28	29	30	31	32
EPAC1 antag	12%	-17%	-4%	6%	-3%	15%	-9%	-6%
WRN inhibitor	0%	0%	-25%	-10%[57.1 µM]	-2%	-6%	1%	-3%
FUS suppressor	-1%	12%	-14%	11%	-20%	-3%	31%	32%
PI5P4Ka inh	-2	2	-14	-51*	1	-1	-23	3
EPAC1 ag	17%	18%	9%	2%	-3%	4%	4%	3%
PLK1 PBD inh	-8%	-7%	13µM*	?	-3%	-11%	27µM*	-5%
Abeta yeast res	-7%	-1%	-22%	-12%	-9%	-5%	-8%	13%
IL-2 act	-0.2	0.9	-0.8	-0.1	0.0	0.8	0.5	0.9

# 2 of the compounds above, field by field.
(29) CCC(C)n1c(SCC(=O)N(CC)c2c(N)n(Cc3ccccc3)c(=O)[nH]c2=O)nc2ccccc2c1=O (stereo not given)
- EPAC1 antag: -3%
- WRN inhibitor: -2%
- FUS suppressor: -20%
- PI5P4Ka inh: 1
- EPAC1 ag: -3%
- PLK1 PBD inh: -3%
- Abeta yeast res: -9%
- IL-2 act: 0.0
(31) COc1cc(/C=N\Nc2nc(-c3cccs3)c(NC(C)=O)s2)ccc1O
- EPAC1 antag: -9%
- WRN inhibitor: 1%
- FUS suppressor: 31%
- PI5P4Ka inh: -23
- EPAC1 ag: 4%
- PLK1 PBD inh: 27µM*
- Abeta yeast res: -8%
- IL-2 act: 0.5

# Next part.
[33] CCCCSCCCNC(=O)c1ccc(CS(=O)(=O)c2ccc(OC)cc2)o1
[34] COc1ccc(/C=C/C(=O)NCCOc2ccccc2OC)cc1
[35] CC1CCC(C(C)C)C(OC(=O)Cn2c(-c3ccc(F)cc3)[n+](C)c3ccccc32)C1 (stereo not given)
[36] COc1ccc(C(=O)C2CCCN(C(=O)c3cccc(N4CCCC4=O)c3)C2)cc1OC (stereo not given)
[37] CCOC(=O)[C@]12CCC=C1N(Cc1ccccc1)C(=O)[C@H](CC(=O)N1CCCC1)C2
[38] Nc1c(C(=O)NCC2CCCO2)c2nc3ccccc3nc2n1-c1ccccc1 (stereo not given)
[39] Cc1ccc(-c2noc(CCC(=O)NCCN3CCOCC3)n2)cc1
[40] CC1(C(=O)NS(=O)(=O)c2cccc(F)c2)CCN1C(=O)Cc1cccc2ccccc12 (stereo not given)

entry no.	33	34	35	36	37	38	39	40
EPAC1 antag	2%	11%	-9%	-4%	-7%	-2%	-2%	-3%
WRN inhibitor	2%	-20%[57.1 µM]	-7%	-6%	-4%	-11%	-20%[57.1 µM]	1%
FUS suppressor	26%	4%	35%	11%	2%	13%	-9%	-4%
PI5P4Ka inh	7	-9	-10	10	-1	-2	10	0
EPAC1 ag	-4%	-2%	-6%	-6%	-12%	-8%	-1%	-3%
PLK1 PBD inh	5%	-2%	-9%	0%	-2%	-4%	-4%	-7%
Abeta yeast res	-11%	0%	-5%	2%	-3%	7%	16%	9%
IL-2 act	-5.6	2.1	-1.1	-3.5	-1.0	-2.8	2.1	0.0

[41] O=C(CCCO)c1ccc2c(c1)OCCO2
[42] CC(c1ccccc1)N1CCn2c(nc3cc(NS(C)(=O)=O)ccc32)C1 (stereo not given)
[43] Cc1ccc(/C=C/C2=NN(Cc3ccccc3Cl)C(=O)CC2)cc1
[44] O=C(O)C1CC=CCC1C(=O)Nc1ccccc1C(=O)N1CCN(c2ccc(Cl)cc2)CC1 (stereo not given)
[45] CCOc1cc(C(=O)NCC(=O)N/N=C/c2sccc2C)cc(OCC)c1OCC
[46] CC(C)(C)c1ccc(C(=O)NNC(=O)CNC(=O)c2cccs2)cc1
[47] CC(C)(O)P(=O)(O)CCc1ccccc1
[48] Cc1ccccc1Oc1ccc2c(c1)[C@@H]1C[C@H](N(C)C(=O)c3ccc(C#N)cc3)[C@H]([C@H](C)O)C(=O)N1CC2
[49] O=C(CCc1nc2ccccc2c(=O)[nH]1)OCC(=O)N1CCN(S(=O)(=O)c2ccccc2)CC1
[50] CC1(C)CC(=O)c2sc(NC(=O)C3COc4ccccc4O3)nc2C1 (stereo not given)

entry no.	41	42	43	44	45	46	47	48	49	50
EPAC1 antag	8%	-2%	-1%	-2%	5%	7%	12%	-11%	-2%	-30%
WRN inhibitor	2%[57.1 µM]	-1%	-4%	1%[57.1 µM]	11%	-2%	-19%	5%	4%	-3%
FUS suppressor	-9%	1%	18%	18%	-39%	-7%	-11%	44%	-8%	-15%
PI5P4Ka inh	·	3	22	14	-1	-5	3	-1	-1	-19
EPAC1 ag	1%	8%	20%	5%	16%	-1%	7%	1%	5%	-8%
PLK1 PBD inh	-8%	-20%	-2%	-21%	-7%	1%	3%	-1%	-16%	-7%
Abeta yeast res	-13%	-9%	23%	-11%	14%	-17%	-11%	-2%	2%	-8%
IL-2 act	-0.4	3.7	-0.5	-0.9	-0.3	0.7	1.7	-0.2	-0.3	-0.3
